Rat MKP-3 inhibitors: MKP-3 phosphatase inhibitors, primary screen, biochemical, rat enzyme, in vitro (AID 425); recombinant MKP-3 phosphatase activity, fluorescence; higher % means a stronger effect; inhibition, % at 20 µM, or IC50 in µM where a hit was titrated; 0.17% of 110,000 active; in the data active means inhibition above about 50%;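 further: plate controls were vehicle for no effect and reference inhibitor for full effect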
Hsp70 inhibitors: Hsp70 inhibitors, probe displacement, primary screen, biochemical, fluorescence polarization (AID 583); Hsp70 fluorescence polarization probe displacement, mP; higher % means a stronger effect; displacement, % at 20 µM; hits with a dose series show IC50 in µM; 0.06% of 140,000 active; in the data active means displacement above about 50%;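 further: plate controls were vehicle for no effect and reference ligand for full effect; a part of the inactive calls stands beside numbers as strong as those of hits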
Numbers without * were called inactive; nt = not tested or not shown; & = joins results of further samples. Not all compounds are listed; count on the stated rates, not on these rows.

Rat MKP-3 inhibitors | Hsp70 inhibitors | Molecule
7% | 1.0% | CC(O)c1ccc(NC(=O)c2cnn3c2NC(c2ccc(F)cc2)CC3C(F)(F)F)cc1 (stereo not drawn)
-2% | 7.2% | Cc1sc2nnn(CC(=O)N3CCN(C(=O)c4ccco4)CC3)c(=O)c2c1C
1% | 6.2% | COc1ccc(-c2csc(Cc3nnc(N4CCOCC4)n3-c3ccccc3)n2)cc1
-4% | -1.2% | COC(=O)C(=C/C=C/C=C/N(C)C)C(=O)OC
-6% | 5.2% | COc1ccc(CC(=O)Nc2c3c(nn2-c2cccc(Cl)c2)CS(=O)C3)cc1 (stereo not drawn)
nt | 3.3% | COc1ccc(CN(C(=O)c2cnccn2)C(C(=O)Nc2ccc(F)cc2)c2ccccc2)cc1 (stereo not drawn)
-13% | 1.4% | Cc1csc(NC(=O)CSc2nnc(Cn3c(=O)sc4ccccc43)n2-c2ccccc2)n1
nt | 0.9% | CCOC(=O)c1ccc(NC(=O)CCn2nnc3ccccc32)cc1
-6% | 0.5% | Cc1nccn1-c1cc(C(C)C)c(C#N)c2nc3ccccc3n12
nt | 0.4% | CC12CN(S(=O)(=O)c3ccccc3)CC(C)(CN(S(=O)(=O)c3ccccc3)C1)C2
2% | 0.5% | COc1ccccc1C(NC(=O)Cc1ccccc1)c1c(OC(C)=O)ccc2ccccc12 (stereo not drawn)
-2% | 1.4% | O=S(=O)(NCC1CCCO1)c1cccc2nsnc12 (stereo not drawn)
-1% | 3.0% | CCOC(=O)c1sc2ncn(/N=C/N(C)C)c(=O)c2c1C
6% | -13% | O=C(/C=C/c1ccccc1)Nc1ccc(-c2nc3ccccc3o2)c(O)c1
-7% | 0.4% | O=C(c1ccc2c(c1)OCO2)N1CCN=C1SCc1cccnc1
nt | -5.1% | CC1CCN(S(=O)(=O)c2cccc(C(=O)O)c2)CC1
4% | 1.9% | COc1ccc(C(=O)N(CCCCN2C(=O)c3ccccc3C2=O)c2ccc(C)cc2)cc1OC
0% | -3.2% | O=C(Nc1ccc(-c2nc3ccccc3[nH]2)cc1)c1cccs1
-6% | 3.0% | CCOc1ccc2nc(NC(NC(C)=O)(C(=O)OC)C(F)(F)F)sc2c1 (stereo not drawn)
4% | -2.7% | O=C(NCc1ccco1)C(=O)Nc1cccc(C(F)(F)F)c1
nt | 4.3% | CCCCNC(=O)CSc1nc2ccccc2c(=O)n1Cc1ccc2c(c1)OCO2
nt | -2.6% | CC(C)(C)n1[nH]c2c3c(ccc2c1=O)C(=O)c1ccccc1C3=O
nt | 0.9% | Cc1ccc(NC(=O)CSc2nc3ccccc3c(=O)n2CCCN2CCCCC2)cc1C
0% | -3.7% | O=S1(=O)CCC(NC(=S)N/N=C/c2cccc3ccccc23)C1 (stereo not drawn)
nt | -1.5% | CC(Sc1nc(-c2ccccc2)cc(C(F)(F)F)n1)C(=O)NCc1ccco1 (stereo not drawn)
nt | 2.9% | COc1ccc(OC)c(S(=O)(=O)Nc2ccc(F)cc2)c1
2% | 2.1% | C/C(=N\Nc1cc(-c2ccccc2)nc(C)n1)c1ccc(O)cc1
1% | -1.0% | CC(C)Oc1ccc(C(=O)NCc2ccco2)cc1
-5% | 1.6% | O=S(=O)(Nc1ncccn1)c1ccc(Nc2ncnc3ccccc23)cc1
-1% | 1.2% | C/C(=N\NC(=O)COc1ccccc1C)c1ccc(Br)cc1

4 neighbouring compounds already listed, quoted:
Rat MKP-3 inhibitors | Hsp70 inhibitors | Molecule
2% | 2.1% | C/C(=N\Nc1cc(-c2ccccc2)nc(C)n1)c1ccc(O)cc1
1% | -1.0% | CC(C)Oc1ccc(C(=O)NCc2ccco2)cc1
-5% | 1.6% | O=S(=O)(Nc1ncccn1)c1ccc(Nc2ncnc3ccccc23)cc1
-1% | 1.2% | C/C(=N\NC(=O)COc1ccccc1C)c1ccc(Br)cc1

Going on with the list:
Rat MKP-3 inhibitors | Hsp70 inhibitors | Molecule
-8% | 0.2% | Cc1nc2cncc(Br)c2n1C
-1% | -2.8% | Cc1ccc(N2C(=O)Nc3ccc(Br)cc3C2(O)C(=O)NCCCN(C)C)cc1C (stereo not drawn)
-2% | 2.5% | Cc1cccc(C)c1NC(=O)C1CC(=O)N(c2ccc(Br)cc2)C1 (stereo not drawn)
nt | -1.7% | CCOC(=O)C1=NNC2C(=O)N(C3CCCCC3)C(=O)C12 (stereo not drawn)
-5% | 6.9% | O=C(NC1CCCCCCC1)C1CCN(S(=O)(=O)N2CCCC2)CC1
3%&1% | 0.2%&5.9% | Cc1c(Cl)cccc1N1C(=O)c2ccccc2C1=O
-1% | 2.6% | CC(=O)NC(CCC(=O)OCc1ccccc1)C(=O)Nc1ccc(C)cc1 (stereo not drawn)
0% | -2.8% | Cc1csc(NC(=O)CCc2nc3ccccc3s2)n1
-3% | 1.9% | COc1cccc2cc(-c3nnc(SCC(=O)Nc4cc(C(F)(F)F)ccc4Cl)n3N)oc12
-10% | -1.7% | CC(=O)c1cccc(NC(=O)NCc2cccnc2)c1
nt | 4.6% | CCCC(=O)NCCc1ccc(F)cc1
0% | -0.1% | O=C(O)c1ccc(C(=O)N(C2CCCCC2)C2CCCCC2)cc1
6% | -3.4% | O=C(/C=C/c1ccc(-c2cccc(Br)c2)o1)c1cccs1
nt | 0.7% | Cc1ccc2nc(SCC(=O)Nc3ccc4c(c3)OCCO4)[nH]c2c1
-13% | -4.5% | COc1ccccc1CCC(=O)Nc1nc2ccccc2[nH]1
-4% | 7.6% | Cn1c(COc2ccccc2)nnc1SCCC(=O)Nc1ccccc1
2% | -2.6% | Cc1ccc(NC(=O)COc2cccc(Cl)c2)c(Br)c1
1% | -3.8% | CCCn1nnnc1NCc1ccccc1OCc1ccc(F)cc1
-2% | 7.3% | O=C(c1ccc(S(=O)(=O)Nc2ccccc2)cc1)N1CCOCC1
0% | -1.1% | OCCNc1nc(OCC(F)(F)F)nc(N2CCN(C34CC5CC(CC(C5)C3)C4)CC2)n1
-84% | -0.9% | O=C(Cc1ccccc1)N1CCN(C(=O)c2cccs2)CC1
-4% | -1.6% | Cc1n[nH]c(C)c1S(=O)(=O)N1CCCC(C(=O)NC2CCCCC2)C1 (stereo not drawn)
-5% | 2.6% | CC(C)Oc1cccc(C(=O)Nc2ccc(Cl)cn2)c1
4% | nt | COc1ccc(C(=O)Nc2c(N)nc(SCC(=O)N3CCC(C)CC3)[nH]c2=O)cc1OC
5% | nt | Cc1cccc(NC(=O)Nc2ccc(C#N)cc2)n1
-2% | 1.5% | Cc1cccc(N2C(=O)c3ccc(C(=O)O)cc3C2=O)c1C
-5% | 0.2% | COc1ccc(Cl)cc1NC(=O)c1ccc(Cl)c(Cl)c1
nt | 3.6% | COc1ccc(C2=NN(C)C(=NCc3ccccc3)SC2)cc1
3% | 2.4% | COc1ccc(-c2nc(SC(C)C(=O)Nc3c(C)cc(C)cc3C)n[nH]2)cc1 (stereo not drawn)
1% | 1.0% | CCOC(=O)c1cnc2cc(Cl)c(OC)cc2c1NCC1CCCO1 (stereo not drawn)

The last three entries of the section before lead into the next:
Rat MKP-3 inhibitors | Hsp70 inhibitors | Molecule
nt | 3.6% | COc1ccc(C2=NN(C)C(=NCc3ccccc3)SC2)cc1
3% | 2.4% | COc1ccc(-c2nc(SC(C)C(=O)Nc3c(C)cc(C)cc3C)n[nH]2)cc1 (stereo not drawn)
1% | 1.0% | CCOC(=O)c1cnc2cc(Cl)c(OC)cc2c1NCC1CCCO1 (stereo not drawn)
1% | -3.6% | Cc1cc(C)c2[nH]c(=O)c(=O)[nH]c2c1
-5% | 0.4% | CC(=O)Nc1ccc(S(=O)(=O)N(Cc2ccco2)CC2CCCO2)cc1 (stereo not drawn)
-14% | 2.7% | CC(=O)Nc1ccc(S(=O)(=O)Nc2nc3c(s2)CCCC3)cc1
3% | -4.9% | O=C(c1ccccc1)N1CCN(c2cc(N3CCOCC3)c(F)cc2[N+](=O)[O-])CC1
-1% | 2.0% | Cn1c(SCC(=O)N2CCCC2)nc2ccccc2c1=O
-2% | -3.2% | Cc1ccc(Cn2ccc(NC(=O)c3cc(CC(C)C)on3)n2)cc1
nt | -0.2% | CCNc1nc(NC(C)C)nc(Oc2ccc(OCc3ccccc3)nn2)n1
-12% | 3.7% | O=C(CS(=O)(=O)Cc1ccccc1)Nc1ccccn1
4% | 4.1% | O=[N+]([O-])c1ccc(N2CCOCC2)cc1NCCCN1CCOCC1
2% | -0.7% | O=C(Nc1ccc(Cl)cc1)OCCOc1ccc(Br)cc1Br
4% | -5.5% | O=C(CCCOc1ccc(Cl)cc1Cl)N1CCN(Cc2ccccc2)CC1
2% | 3.5% | CCc1ccc(N2CC(C)Cn3c2nc2c3c(=O)n(CCN3CCOCC3)c(=O)n2C)cc1 (stereo not drawn)
0% | 65% | Cc1ccc(/C=C2\SC(=S)N(NC(=O)c3cccc([N+](=O)[O-])c3)C2=O)cc1
2% | -6.7%&0.7% | CCC(CC)C1C(C#N)=C(N)Oc2n[nH]c(-c3ccccc3)c21 (stereo not drawn)
nt | -7.0% | CNC(=O)Nc1ccccc1F

Complete entries as entered above. Order of values: Rat MKP-3 inhibitors	Hsp70 inhibitors
Entry for CCC(CC)C1C(C#N)=C(N)Oc2n[nH]c(-c3ccccc3)c21 (stereo not drawn) : 2%	-6.7%&0.7%
Entry for O=C(c1ccccc1)N1CCN(c2cc(N3CCOCC3)c(F)cc2[N+](=O)[O-])CC1 : 3%	-4.9%
Entry for CC(=O)Nc1ccc(S(=O)(=O)Nc2nc3c(s2)CCCC3)cc1 : -14%	2.7%
Entry for CCNc1nc(NC(C)C)nc(Oc2ccc(OCc3ccccc3)nn2)n1 : nt	-0.2%
Entry for CNC(=O)Nc1ccccc1F : nt	-7.0%

Other structures
Rat MKP-3 inhibitors | Hsp70 inhibitors | Molecule
-4% | 6.8% | CCOc1ccc(-c2nc(-c3ccncc3)no2)cc1OCC
nt | 0.2% | CCOC(=O)N(CC)OC(=O)Nc1ccc(Cl)cc1
5% | 0.9% | COc1ccc(C(=O)Nc2ncc([N+](=O)[O-])s2)cc1OC
-3% | -2.7% | COc1cccc(NC(=O)COc2ccc(Br)cc2C(C)(C)C)c1
-6% | 9.9% | Cc1ccc(S(=O)(=O)C2(C(=O)N3CCCCC3C)CC2)cc1 (stereo not drawn)
3% | -0.2% | Cc1ccsc1/C=C1\SC(=S)N(CCc2ccccc2)C1=O
0% | 0.4% | COc1ccccc1C(=O)N/C(=C\c1ccc(Br)cc1)c1nc2ccccc2[nH]1
-14% | 2.2% | COc1ccc(CCNC(=O)c2cnn3cccnc23)cc1OC
-1% | 0.4% | N#CCCN1c2ccccc2Sc2ccc(C(F)(F)F)cc21
-3% | 2.0% | CCOC(=O)c1ccc(N(CC(=O)NC2CCCC2)C(=O)CNC(=O)c2ccco2)cc1
1% | -2.0% | COc1ccc(OC)c(C2C(C(C)=O)=C(O)C(=O)N2CC2CCCO2)c1 (stereo not drawn)
-10% | -1.0% | CC(C)CC1(C(=O)O)NC(c2ccccc2O)C2C(=O)N(C(C)C)C(=O)C21 (stereo not drawn)
-13% | 3.0% | COC(=O)c1cccc(NC(=O)CSc2nc3cccnc3n2C)c1
-5% | 4.1% | CCCC(=O)Nc1ccc(C(=O)NCCCn2ccnc2)cc1
nt | 3.5% | CC(C)C(=O)Nc1nnc(CSCc2ccccc2F)s1
5% | 0.0% | O=C(c1cc2ccccc2o1)N1CCC(c2ccccc2)C1 (stereo not drawn)
2% | 6.2% | O=C(CS(=O)(=O)c1c[nH]c2ccccc12)Nc1ccc2c(c1)OCCO2
nt | -0.5% | CC1=C(C#N)c2nc(N)c(C#N)c(C)c2/C1=C\c1ccc(C)cc1
-8%&3% | 2.6%&-1.1% | O=C(c1cc2nc(-c3ccc(F)cc3)cc(C(F)(F)F)n2n1)N1CCOCC1
0% | -0.2% | Cc1ccc(-c2nn(CCC#N)cc2/C=N/O)o1
5% | -4.4% | O=C(CC(c1ccccc1)c1ccccc1)Nc1nc2ccccc2s1
-18% | -3.3% | O=C(NCc1ccccn1)C(F)(F)C(F)(F)C(=O)NCc1ccccn1
-14% | 7.7% | COc1cccc(C2=NOC(C(=O)N3CCN(c4ccccc4)CC3)C2)c1OC (stereo not drawn)
-1% | -4.0% | Cn1nnnc1SCc1ccccc1F
-14% | -0.2% | Cc1cc(C)c(S(=O)(=O)N(CC(=O)N2CCCC2)C2CCCCC2)c(C)c1
-6% | -4.0% | CCN(CC)S(=O)(=O)c1ccc(Cl)c(C(=O)OC)c1
2% | -1.5% | NC(=O)c1c(NC(=O)c2ccc(-c3ccccc3)cc2)sc2c1CCCC2
nt | 1.2% | CCCNC(=O)CN(CCc1ccccc1)S(C)(=O)=O
3% | -5.6% | O=C(Nc1ccc(F)cc1)c1cccc(I)c1
-1% | -3.1% | CC1CCc2ccc(F)cc2N1S(=O)(=O)c1cccs1 (stereo not drawn)
0% | 3.3% | CC(=O)c1ccc(NC(=O)c2ccc3c(c2)C(=O)N(c2ccccc2C)C3=O)cc1
-9% | 3.2% | O=C(NC1CCCC1)NS(=O)(=O)c1ccccc1Cl
4% | nt | COc1ccc(C(=O)OCCN2C(=O)c3ccccc3C2=O)cc1OC
nt | -3.4% | COC(=O)c1cn(CCOc2ccc(C)cc2)c2ccccc12
-3% | 4.0% | COc1ccc(C(=O)CSC2=C(C#N)C3(CCCCC3)C(C#N)=C(N)N2)cc1
-1% | 3.9% | CCOc1ccc(C(CC(=O)c2ccccc2)Nc2ccc(Cl)cc2)cc1 (stereo not drawn)
-3% | 0.6% | COc1ccc(OC)c(S(=O)(=O)N(C)CC(=O)N2CCN(c3ccccc3F)CC2)c1
-5% | 4.7% | Cc1ccc(-c2c(C)n([O-])c3c([n+]2=O)CCCCC3)o1
2% | -2.0% | CCOC(=O)c1c(CC(C)C)csc1NC=O
1% | nt | CS(=O)(=O)N(CC(=O)N1CCOCC1)c1ccccc1Cl
-7%&0% | 0.6%&1.3% | CSCCC(NC(=O)c1cc(C(C)(C)C)oc1C)C(=O)O (stereo not drawn)
4% | -2.6% | CCOCCOC(=O)c1ccc(NC(=O)c2ccccc2C)cc1
2% | 6.6% | CCOC(=O)C(=O)C1CCc2c([nH]c3ccc(C)cc23)C1=O (stereo not drawn)
